EBI2 antag – EBI2 (human) antagonism; P32249; EBI2 beta-arrestin recruitment, luminescence, 7a,25-OHC stimulated; inhibition, % at 5 µM; 360,000 tested, 0.81% active; in the data active means inhibition above about 38%;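 further: enzyme fragment complementation signal reports receptor beta-arrestin coupling in cells; 0% = agonist plus DMSO wells and 100% = wells without agonist; some results beyond the cut were filed as inactive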
CCR6 antagonist – antagonists of human CCR6 receptor | P51684 | CHO-K1 CCR6 PathHunter beta-arrestin, luminescence, CCL20-stimulated | inhibition, % at 20 µM | 340,000 tested, 0.49% active;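 active means compounds whose inhibition of the agonist-driven luminescence signal at 20 µM reaches about 50%, limit read from the data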;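 further: cells stimulated with CCL20 at 14 nM final; plate controls were DMSO with CCL20 for no effect and DMSO without agonist for full effect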
Target sequence (P51684 whole entry, looked up): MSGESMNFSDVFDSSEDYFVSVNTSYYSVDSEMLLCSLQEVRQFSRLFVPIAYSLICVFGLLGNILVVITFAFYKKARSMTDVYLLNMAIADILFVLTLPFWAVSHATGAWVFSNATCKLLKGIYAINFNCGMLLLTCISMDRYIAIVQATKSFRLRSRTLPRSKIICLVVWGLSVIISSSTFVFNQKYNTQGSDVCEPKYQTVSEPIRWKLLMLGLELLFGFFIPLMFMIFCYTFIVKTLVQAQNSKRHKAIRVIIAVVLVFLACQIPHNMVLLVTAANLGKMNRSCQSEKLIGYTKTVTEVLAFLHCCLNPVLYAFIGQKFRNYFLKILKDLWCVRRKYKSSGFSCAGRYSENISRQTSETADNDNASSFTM
MPTP block – inhibitors of mitochondrial permeability transition pore | isolated mouse mitochondria, Ca2+ swelling absorbance, 30 min | inhibition, % at 10 µM | 360,000 tested, 1.4% active;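 active means inhibition of 50% or more, scaled per plate between neutral and stimulator controls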;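 further: 0% = DMSO wells given calcium and 100% = 1 mM EGTA wells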
GRIN3A LBD mod – modulators (binders) of human NR3A ligand-binding domain; AID 1259313; Tm shift relative to glycine control, % at 25 µM; NR3A LBD differential scanning fluorimetry, Tm shift; 0% = protein alone, 100% = glycine-bound protein; 340,000 tested, 2.5% active;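 active means melting temperature shift of at least 10% of the positive control shift, at one fixed dose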
CXCR6 inh – CXCR6 (human) receptor inhibition | O00574 | CHO-K1 PathHunter CXCR6 beta-arrestin, luminescence | inhibition, % at 20 µM | 360,000 tested, 0.36% active | AID 602244; in the data active means inhibition above about 34%, passing the limit was not always enough;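 further: antagonist mode with CXCL16 agonist at 10 nM final; 0% = 10 nM CXCL16 with DMSO and 100% = unstimulated wells without agonist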
APOBEC3A inh – inhibitors of human APOBEC3A DNA deaminase | AID 493011 | 330,000 tested, 0.41% active | recombinant A3A, FAM/TAMRA ssDNA deamination fluorescence | P31941 | inhibition, % at 20 µM;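 active means at least 40% inhibition at 20 µM here, with at most 30% in a related deaminase screen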;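 further: plate controls were A3A with DMSO for no effect and wells lacking A3A enzyme for full effect; some results filed as inactive read as strong as hits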
Target sequence (P31941 whole entry, looked up): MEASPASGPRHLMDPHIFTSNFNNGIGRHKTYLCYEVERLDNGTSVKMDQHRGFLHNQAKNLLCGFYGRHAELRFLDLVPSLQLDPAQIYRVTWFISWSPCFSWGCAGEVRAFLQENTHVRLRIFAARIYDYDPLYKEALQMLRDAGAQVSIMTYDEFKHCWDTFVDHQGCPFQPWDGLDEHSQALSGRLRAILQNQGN
Gli-Sufu antag – blocks Gli-Sufu signaling in a luciferase reporter; Sufu-KO-LIGHT fibroblasts, Gli luciferase reporter luminescence; inhibition, % at 5 µM; 340,000 tested, 0.74% active; AID 588413;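 active means inhibition above about 55%, limit read from the data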;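 further: 0% = DMSO-treated cells and 100% = wells with medium but no cells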
A3G deaminase – APOBEC3G (human) deaminase inhibition | Q9HC16 | recombinant A3G, ssDNA deamination FAM/TAMRA fluorescence | inhibition, % at 20 µM | 330,000 tested, 0.28% active | AID 493012;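 active means inhibition of at least 40% at 20 µM, with no more than 30% in the related APOBEC3A deaminase screen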;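 further: plate controls were DMSO wells with A3G for no effect and wells lacking A3G enzyme for full effect; some compounds called inactive have numbers as strong as hits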
Target sequence (Q9HC16 whole entry, looked up): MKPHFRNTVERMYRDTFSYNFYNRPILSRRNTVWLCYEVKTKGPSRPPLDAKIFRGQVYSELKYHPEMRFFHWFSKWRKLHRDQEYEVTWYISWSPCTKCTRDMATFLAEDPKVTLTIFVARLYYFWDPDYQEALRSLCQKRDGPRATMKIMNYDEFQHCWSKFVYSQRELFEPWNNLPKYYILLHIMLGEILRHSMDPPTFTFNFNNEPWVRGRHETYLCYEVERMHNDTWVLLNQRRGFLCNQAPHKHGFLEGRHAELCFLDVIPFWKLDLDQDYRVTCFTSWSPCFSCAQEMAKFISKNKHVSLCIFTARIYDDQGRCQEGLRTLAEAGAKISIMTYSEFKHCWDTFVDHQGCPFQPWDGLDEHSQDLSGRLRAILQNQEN
Numbers without * were called inactive; . = not tested or not shown. No enrichment for hits; 5.8% or so of the library scored in one or more.

The opening 2 entries, ahead of the listing:
#1 Cc1cc(C(=O)Nc2c(C)nn(Cc3ccccc3)c2C)on1
#2 Cc1cc(C(=O)Nc2ccccn2)no1

assay / compound,1,2
EBI2 antag,-2,-2
CCR6 antagonist,2,-5
MPTP block,-0.5,-0.4
GRIN3A LBD mod,2,2
CXCR6 inh,-7,1
APOBEC3A inh,-1,6
Gli-Sufu antag,-4,2
A3G deaminase,-6,1

Results, previewed entries included:
#1 Cc1cc(C(=O)Nc2c(C)nn(Cc3ccccc3)c2C)on1
#2 Cc1cc(C(=O)Nc2ccccn2)no1
#3 Cn1c(=O)[nH]c(=O)c2c1nc(CN1CCOCC1)n2CCCc1ccccc1
#4 CCCC(C)NC(=O)COC(=O)c1ccc(Cl)c(S(N)(=O)=O)c1 (centres undefined)
#5 COc1ccc(N2CC(C(=O)N/N=C/c3ccccc3)CC2=O)cc1 (centres undefined)

assay / compound,1,2,3,4,5
EBI2 antag,-2,-2,-2,-10,6
CCR6 antagonist,2,-5,2,-14,-2
MPTP block,-0.5,-0.4,-1.0,0.2,-1.2
GRIN3A LBD mod,2,2,-4,-1,-1
CXCR6 inh,-7,1,4,3,-5
APOBEC3A inh,-1,6,-4,-1,2
Gli-Sufu antag,-4,2,4,-3,-8
A3G deaminase,-6,1,-10,-5,0

#6 O=C1CC(C(=O)Nc2ncccn2)C(c2ccccc2)O1 (centres undefined)
#7 CN(C)c1ncnc2[nH]ncc12
#8 COc1ccc(C(=O)/C=C/Nc2ccc(NC(C)=O)cc2)cc1OC
#9 c1ccc(CNC2=NCCC2)nc1
#10 CCCCCCOC(=O)C1=C(C)NC(=O)NC1c1ccc(O)cc1 (centres undefined)

assay / compound,6,7,8,9,10
EBI2 antag,-9,-11,3,0,-2
CCR6 antagonist,0,7,-2,2,14
MPTP block,-1.3,0.3,-0.3,-0.1,2.7
GRIN3A LBD mod,0,-1,4,-1,-2
CXCR6 inh,4,4,3,-4,-13
APOBEC3A inh,0,.,1,2,-6
Gli-Sufu antag,-17,-6,3,-3,4
A3G deaminase,0,.,0,-3,-8

Part of the list above in order of count of non-hydrogen atoms, lowest first.
#7 CN(C)c1ncnc2[nH]ncc12
#2 Cc1cc(C(=O)Nc2ccccn2)no1
#6 O=C1CC(C(=O)Nc2ncccn2)C(c2ccccc2)O1 (centres undefined)
#1 Cc1cc(C(=O)Nc2c(C)nn(Cc3ccccc3)c2C)on1
#10 CCCCCCOC(=O)C1=C(C)NC(=O)NC1c1ccc(O)cc1 (centres undefined)

assay / compound,7,2,6,1,10
EBI2 antag,-11,-2,-9,-2,-2
CCR6 antagonist,7,-5,0,2,14
MPTP block,0.3,-0.4,-1.3,-0.5,2.7
GRIN3A LBD mod,-1,2,0,2,-2
CXCR6 inh,4,1,4,-7,-13
APOBEC3A inh,.,6,0,-1,-6
Gli-Sufu antag,-6,2,-17,-4,4
A3G deaminase,.,1,0,-6,-8

(listing goes on)
#11 C=C(C)C1Cc2c(C)nn(-c3cccc4cccnc34)c2C1 (centres undefined)
#12 COc1ccccc1C1/C(=C(/O)c2ccccc2)C(=O)C(=O)N1CCO (centres undefined)
#13 CC(=O)c1ccc(NC(=O)CN2C(=O)NC(C)(C3CCCCC3)C2=O)cc1 (centres undefined)
#14 CCC(=O)Nc1cccc(NC(=S)NC(=O)c2cccc(C)c2)c1
#15 COc1ccc(C(=O)NCCn2cc(SCC(N)=O)c3ccccc32)cc1

assay / compound,11,12,13,14,15
EBI2 antag,-4,4,-3,-24,-7
CCR6 antagonist,16,-24,0,20,8
MPTP block,2.1,0.2,-1.4,2.1,1.6
GRIN3A LBD mod,0,-1,3,0,-2
CXCR6 inh,2,2,3,-1,-1
APOBEC3A inh,-3,2,-4,-3,6
Gli-Sufu antag,31,1,-7,-88,8
A3G deaminase,-8,0,-6,-9,4

#16 S=C(Nc1ccc(Br)cc1)N1CCn2cccc2C1c1cccnc1 (centres undefined)
#17 CCN(CC)S(=O)(=O)c1ccc(N2CCOCC2)c(NC(=O)c2c3c(nc4ccccc24)CCC3)c1
#18 Cn1c(=O)cc(SCC(=O)NCCCN2CCN(c3ccccc3F)CC2)c2ccccc21
#19 COc1ccc(OCCCC(=O)Nc2cc(Cl)ccc2-n2cncn2)cc1
#20 Cc1n(CC(O)COCc2ccccc2)c2ccccc2[n+]1C (centres undefined)

assay / compound,16,17,18,19,20
EBI2 antag,16,-1,10,15,0
CCR6 antagonist,-8,4,5,13,2
MPTP block,97*,-0.1,0.1,2.5,-0.3
GRIN3A LBD mod,-25,-1,-2,1,-3
CXCR6 inh,-1,-10,0,-11,-5
APOBEC3A inh,.,28,-1,3,59*
Gli-Sufu antag,-4,8,14,4,-3
A3G deaminase,.,15,-2,-12,16

#21 O=C(CSc1nnc(SCc2ccc(Cl)cc2)s1)N/N=C/c1c[nH]c2ccccc12
#22 CC(C)[C@H](NC(=O)c1ccc([N+](=O)[O-])cc1Cl)C(=O)N1CCN(C/C=C/c2ccccc2)CC1
#23 COc1ccc(C(=O)Nc2ccc(-c3n[nH]c(=S)o3)cc2)cc1OC
#24 O=C(Cc1ccccc1)Nc1ccccc1CO
#25 COc1ccc2oc(=O)c(C(=O)N3CCN(C(=O)c4ccco4)CC3)cc2c1

assay / compound,21,22,23,24,25
EBI2 antag,21,22,-2,0,-8
CCR6 antagonist,-8,-5,6,34,9
MPTP block,0.5,0.0,0.4,-0.6,1.2
GRIN3A LBD mod,24*,-2,0,0,-1
CXCR6 inh,-3,-19,3,3,4
APOBEC3A inh,.,-5,2,-5,-3
Gli-Sufu antag,-10,7,2,-4,-5
A3G deaminase,.,-7,9,-5,-9

#26 c1ccc(CSc2nnc(NC3=NCCCCC3)s2)cc1
#27 Brc1cccc(C2CC(c3ccccc3)n3nnnc3N2)c1 (centres undefined)
#28 CC(=O)N1c2ccc(S(=O)(=O)NCCC(=O)N(C)C3CCCCC3)cc2CC1C (centres undefined)
#29 Cc1ccc(C)c(-c2csc(Nc3ncccn3)n2)c1
#30 COCCN1C(=O)C(=O)/C(=C(/O)c2ccc(C)cc2)C1c1ccccn1 (centres undefined)

assay / compound,26,27,28,29,30
EBI2 antag,-10,-2,-5,-3,-7
CCR6 antagonist,-4,12,4,-10,7
MPTP block,1.1,1.3,-1.4,0.1,0.8
GRIN3A LBD mod,2,4,1,0,0
CXCR6 inh,-2,-4,1,1,-3
APOBEC3A inh,0,-8,-2,-5,0
Gli-Sufu antag,-65,10,1,-26,-1
A3G deaminase,-1,-9,-4,-20,-8

#31 Cc1cccc(CCN=c2c([N+](=O)[O-])nn(-c3ccccc3)n2O)c1
#32 Cc1nn2c(SCC(=O)c3cccs3)cc(C(C)(C)C)nc2c1-c1ccccc1
#33 COc1ccc(N(C(=O)c2ccco2)S(=O)(=O)c2ccc(F)cc2)cc1
#34 O=C(Cc1ccccc1)c1ccc(O)cc1O
#35 CCOC(=O)[C@H]1[C@H]2COc3ccc(Cl)cc3[C@H]2N2C(=O)CNC(=O)[C@@]12C

assay / compound,31,32,33,34,35
EBI2 antag,-7,-9,-5,4,8
CCR6 antagonist,5,3,0,6,37
MPTP block,-1.7,5.3,0.6,2.7,1.3
GRIN3A LBD mod,-2,-1,-5,-1,-1
CXCR6 inh,0,1,9,-5,35
APOBEC3A inh,1,2,0,.,-1
Gli-Sufu antag,-8,-7,-11,-5,-9
A3G deaminase,-2,-5,0,.,-4

Records 14 to 15, reprinted for reference:
#14 CCC(=O)Nc1cccc(NC(=S)NC(=O)c2cccc(C)c2)c1
#15 COc1ccc(C(=O)NCCn2cc(SCC(N)=O)c3ccccc32)cc1

assay / compound,14,15
EBI2 antag,-24,-7
CCR6 antagonist,20,8
MPTP block,2.1,1.6
GRIN3A LBD mod,0,-2
CXCR6 inh,-1,-1
APOBEC3A inh,-3,6
Gli-Sufu antag,-88,8
A3G deaminase,-9,4

The list goes on.
#36 COc1ccc(Cc2nc3ccc(C(=O)NC4CCOC4)cc3o2)cc1 (centres undefined)
#37 C[C@H]1CN([C@@H](C)CO)C(=O)c2cccc(NC(=O)Nc3ccc(C(F)(F)F)cc3)c2O[C@@H]1CN(C)Cc1ccc(Cl)c(Cl)c1
#38 Cc1ccc(S(=O)(=O)NCc2ccc(C(=O)N3CCN(Cc4ccccc4)CC3)cc2)cc1
#39 CCc1nnc(NC(=O)CSc2nnc(Cc3ccccc3)o2)s1
#40 O=C(NCc1ccc2c(c1)OCO2)c1ccc(COc2cc(Cl)ccc2Cl)o1

assay / compound,36,37,38,39,40
EBI2 antag,-8,10,1,-7,11
CCR6 antagonist,15,-13,6,-4,12
MPTP block,1.2,1.5,-0.4,1.6,9.2
GRIN3A LBD mod,-4,12*,0,1,-8
CXCR6 inh,-3,-4,-2,-12,-10
APOBEC3A inh,-2,6,0,-3,2
Gli-Sufu antag,0,5,1,21,-3
A3G deaminase,-4,9,-1,-3,1

#41 COc1ccc(N(CC(=O)Nc2c(C)n(C)n(-c3ccccc3)c2=O)S(=O)(=O)c2ccccc2)cc1OC
#42 CCOC(=O)C1=C(C)NC(=O)C(C(N)=O)C12CCCCC2 (centres undefined)
#43 CCCOc1c(Br)cc(/C=N/O)cc1OC
#44 O=C(OCC(=O)N1CCN(C(=O)c2ccco2)CC1)c1cccc(S(=O)(=O)N2CCc3ccccc32)c1
#45 O=C(NCc1ccccn1)c1ccc(Cn2cc(Br)cn2)o1

assay / compound,41,42,43,44,45
EBI2 antag,8,0,2,-1,0
CCR6 antagonist,-8,-1,-2,10,-6
MPTP block,-1.1,-1.1,2.0,-1.4,-0.4
GRIN3A LBD mod,-2,2,2,-2,1
CXCR6 inh,-7,-4,-7,-13,11
APOBEC3A inh,-2,-2,-4,5,-3
Gli-Sufu antag,0,1,2,-1,-2
A3G deaminase,-8,-3,-4,1,-4

#46 c1ccc2c(c1)[nH]c1c(N3CCSCC3)ncnc12
#47 O=C(CSc1nnc2c(n1)[nH]c1ccc(F)cc12)N1CCOCC1
#48 COc1ccc(C(c2nnnn2CCc2ccccc2)N2CCN(C)CC2)cc1OC (centres undefined)
#49 O=C(NCc1ccccc1Cl)C1CCC(CNc2c(N3CCCCC3)c(=O)c2=O)CC1 (centres undefined)
#50 CC1(C(=O)N(CC(=O)NC2CCCC2)Cc2ccco2)CC(=O)N=C2C=CC=CN21 (centres undefined)

assay / compound,46,47,48,49,50
EBI2 antag,4,0,-11,-2,-10
CCR6 antagonist,5,5,15,13,-1
MPTP block,12,0.9,0.5,-0.5,-1.0
GRIN3A LBD mod,-2,2,0,-1,-1
CXCR6 inh,-12,1,-7,-9,-9
APOBEC3A inh,-3,1,.,-1,2
Gli-Sufu antag,32,6,21,-7,-2
A3G deaminase,-4,0,.,1,-2

#51 O=C(c1nc2ccc(Cl)cn2c1CN1CCC(CO)CC1)N1CCc2ccccc2C1
#52 CCCN1C2CCCC1CC(NC(=O)c1ccc(F)cc1)C2 (centres undefined)
#53 Cc1ccc(SCCOCCN2CCOCC2)cc1
#54 C/C(=N\NC(=O)CCn1nnc2ccccc21)c1cccs1
#55 Cc1cccc(NC(=O)CSCC(=O)N(C)Cc2c(F)cccc2Cl)c1

assay / compound,51,52,53,54,55
EBI2 antag,0,-1,-16,17,-4
CCR6 antagonist,-3,-4,11,2,9
MPTP block,-0.4,-0.9,-0.4,-0.1,0.7
GRIN3A LBD mod,0,0,1,1,-3
CXCR6 inh,-2,2,-6,-2,-2
APOBEC3A inh,0,-1,-8,2,-2
Gli-Sufu antag,-6,5,-15,-15,5
A3G deaminase,-4,0,-8,7,-7

#56 CCCCNC(=O)C(NS(=O)(=O)c1cccc2nsnc12)c1ccccc1 (centres undefined)
#57 Cc1nn(S(=O)(=O)c2ccc(F)cc2)c(C)c1S(=O)(=O)N1CCCCC1
#58 COc1ccc2nc(/C=N/NC(=O)[C@@H]3CCCN3C(=O)OC(C)(C)C)ccc2c1
#59 C/C(=N\Nc1ccccc1[N+](=O)[O-])c1ccccc1O

assay / compound,56,57,58,59
EBI2 antag,-6,1,-4,1
CCR6 antagonist,-2,5,11,21
MPTP block,0.3,-1.2,5.1,1.2
GRIN3A LBD mod,1,3,0,1
CXCR6 inh,0,4,-10,4
APOBEC3A inh,3,-2,-5,12
Gli-Sufu antag,0,33,-22,11
A3G deaminase,-6,-3,-7,-2
